RXFP1 antagonist – qHTS Assay for Antagonists of the Relaxin Receptor RXFP1 | HEK293-RXFP1, relaxin-stimulated cAMP HTRF, 30 min; hits give low values | actives 0.59% (n = 350,000) | activity change, negative = inhibition, % at 57.5 µM;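 active means activity change of -60% or lower, but not beyond a set lower limit; inconclusive means change between -60% and -40%, or beyond the set limit; inactive means change above -40%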; further: on the % scale 0 is the no-effect control and ±100 the full control effect
TRHR PAM – qHTS for Small Molecule Agonists and Allosteric Enhancers of Human TRH Receptor: Primary Screen for Enhancers; TRHR cells, fluo-8 calcium fluorescence, EC20 TRH enhancement; actives 0.66% (n = 360,000); enhancement, % at 2 µM; AID 493056, 2011; in the data active means enhancement above about 30%; further: 0% is about no effect
Target sequence (P34981 whole entry, looked up): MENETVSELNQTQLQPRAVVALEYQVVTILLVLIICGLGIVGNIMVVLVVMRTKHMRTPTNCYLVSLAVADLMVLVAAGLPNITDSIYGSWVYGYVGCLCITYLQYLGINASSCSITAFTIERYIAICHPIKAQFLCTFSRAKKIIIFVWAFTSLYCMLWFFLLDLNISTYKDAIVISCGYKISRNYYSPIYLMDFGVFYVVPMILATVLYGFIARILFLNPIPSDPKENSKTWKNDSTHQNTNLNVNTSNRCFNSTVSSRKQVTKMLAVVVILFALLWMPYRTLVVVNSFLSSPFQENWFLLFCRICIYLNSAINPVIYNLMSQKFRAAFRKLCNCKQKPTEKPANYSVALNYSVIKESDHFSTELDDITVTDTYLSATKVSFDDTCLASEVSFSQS
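TRHR-expressing cells loaded with fluo-8 calcium dye were read kinetically (ex 480/em 530) during compound addition, then stimulated with an EC20 of TRH (10 nM final). Enhancement of the Gq-mediated intracellular calcium response was scored.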
D1 agonist – Allosteric Agonists of the Human D1 Dopamine Receptor: qHTS; D(1A) dopamine receptor (Homo sapiens), P21728; HEK293 T-REx D1 cells, calcium flux, agonist mode; activation, % at 2 µM; actives 1% (n = 360,000); in the data active means activation above about 30%; further: 0% is about no effect
Target sequence (P21728 whole entry, looked up): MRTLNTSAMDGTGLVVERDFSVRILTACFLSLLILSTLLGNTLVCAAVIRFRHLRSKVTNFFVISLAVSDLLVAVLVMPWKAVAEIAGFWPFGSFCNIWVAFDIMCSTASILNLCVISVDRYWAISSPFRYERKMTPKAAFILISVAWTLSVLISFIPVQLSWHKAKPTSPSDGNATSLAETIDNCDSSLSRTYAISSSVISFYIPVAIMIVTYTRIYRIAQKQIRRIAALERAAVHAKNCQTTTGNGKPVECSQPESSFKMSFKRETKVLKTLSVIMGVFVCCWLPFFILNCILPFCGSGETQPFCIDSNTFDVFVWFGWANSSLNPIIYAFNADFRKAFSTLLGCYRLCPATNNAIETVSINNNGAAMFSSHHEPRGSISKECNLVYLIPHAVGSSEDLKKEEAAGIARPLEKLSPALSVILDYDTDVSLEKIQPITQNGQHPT
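Inducible HEK293 T-REx D1 cells, force-coupled to calcium signalling, were plated at 4000 cells/well with tetracycline and held overnight at 30 C. After no-wash calcium dye loading, compound-evoked calcium rise over 180 s flagged agonists.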
RXFP1 agonist – qHTS Assay for Agonists of the Relaxin Receptor RXFP1; HEK293T-RXFP1 cAMP TR-FRET, 30 min; response scale: percent of porcine relaxin response, buffer zero; Potency, µM (doses to about 57.5 µM), inactives show top-dose activation, most hits filed as activators; actives 0.3% (n = 370,000); further: potency means the concentration at half of the fitted maximal effect; on the % scale 0 is the no-effect control and ±100 the full control effect; nearly all actives have a fitted effect of over 60% in size; many of its hits are not listed in these tables
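Agonist response is measured as cAMP accumulation in an RXFP1-transfected HEK293T line under PDE4 inhibition. Values are scaled between buffer-only and 29 nM porcine relaxin, and EC50s come from standard Hill equation fits.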
Anesthetic bind – qHTS Assay for Identification of Novel General Anesthetics. Potency, µM (series often up to 77.5 µM), inactives show top-dose activity change, negative = displacement, hits mostly inhibitors. AID 485281, 2010. Ferritin light chain (Equus caballus), P02791. apoferritin/1-aminoanthracene competitive binding, fluorescence. actives 0.074% (n = 350,000); further: potency means the concentration at half of the fitted maximal effect; on the % scale 0 is the no-effect control and ±100 the full control effect; nearly all actives have a fitted effect of over 20% in size
Target sequence (P02791 2-175 limits assumed): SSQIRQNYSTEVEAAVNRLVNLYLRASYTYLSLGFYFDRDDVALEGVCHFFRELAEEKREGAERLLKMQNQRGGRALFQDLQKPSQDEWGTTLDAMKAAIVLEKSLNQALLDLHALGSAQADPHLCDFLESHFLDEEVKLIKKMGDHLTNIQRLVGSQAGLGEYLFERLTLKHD
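Read-out: endpoint 1-AMA fluorescence, excitation 380 nm and emission 535 nm, after compounds sit 10 min at room temperature with 10 uM horse-spleen apoferritin in 50% saturated 1-AMA/PBS. Values come from four-parameter Hill fits.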
D1 potentiator – Potentiators of Human D1 Dopamine Receptor: qHTS. potentiation, % at 10 µM. actives 0.036% (n = 360,000). HEK293 TREx D1 cells, calcium flux, dopamine EC20 potentiation. AID 504651, 2011. D(1A) dopamine receptor (Homo sapiens), P21728; in the data active means potentiation above about 30%; further: 0% is about no effect
D2 potentiator – HTS Assay for Positive Allosteric Modulators of the Human D2 Dopamine Receptor: Primary Screen for Potentiators. AID 485347, 2010. potentiation, % at 10 µM. D(2) dopamine receptor (Homo sapiens), P14416. actives 0.34% (n = 340,000). HEK293 T-REx D2, calcium flux, EC20 dopamine potentiation;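 active means potentiation over 3 SD above the plate norm, cut at about 30% in these data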; further: 0% is about no effect
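Tetracycline-induced Hek293 Trex D2 cells, force-coupled to calcium, loaded with no-wash calcium dye. Compound added with 180 s kinetic read for agonism, then EC20 dopamine and a further 180 s read for potentiation.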
D1 antagonist – Antagonist of Human D 1 Dopamine Receptor: qHTS | D(1A) dopamine receptor (Homo sapiens), P21728 | HEK293 TREx D1 cells, calcium flux, dopamine EC80; hits give low values | activity change, negative = inhibition, % at 10 µM | actives 3.2% (n = 360,000) | AID 504652, 2011; in the data active means activity change below about -30%; further: on the % scale 0 is the no-effect control and ±100 the full control effect
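Cells carrying a force-coupled, tetracycline-inducible human D1 receptor report calcium flux. Each well gets a 10 s baseline, compound with 180 s monitoring, then an EC80 dopamine stimulus with a second 180 s kinetic read.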
TRHR ag – qHTS for Small Molecule Agonists and Allosteric Enhancers of Human TRH Receptor: Primary Screen for Agonists; TRHR cells, calcium flux fluo-8, FDSS agonist mode; activation, % at 2 µM; actives 0.18% (n = 360,000); AID 493084, 2011; in the data active means activation above about 30%; further: 0% is about no effect
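Steps: seed TRHR cells overnight; add fluo-8 no-wash Ca dye, RT 30 min–1.5 h; record 10 s baseline; pin-transfer compounds; monitor fluorescence 1 cycle/s for the agonist window. Calcium increases flag candidate agonists.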
Starred values were filed as active, the others as inactive; ? = inconclusive; nt = not tested or not shown; [ ] = another dose, or the depositor's remark. Unless noted, the call rests on the fitted dose curve; in most records, active means well fitted curve in the direction sought with a large enough effect; inconclusive means small, poorly fitted or top-dose-only effect, or another doubt; inactive means no such curve, though single readings can be large; an effect the other way counts as inactive or inconclusive. These rows are one share of the data, so the mix of outcomes need not match the whole.

SMILES	RXFP1 antagonist	TRHR PAM	D1 agonist	RXFP1 agonist	Anesthetic bind	D1 potentiator	D2 potentiator	D1 antagonist	TRHR ag
CCOC(=O)N1CCN(c2nc(-c3cccc(OC)c3)cc(C(F)(F)F)n2)CC1	-12	-1	3	2.5%	-10%	7	3	-12	0.4
Cn1c(=NC(=O)COc2ccccc2)sc2ccccc21	4	-3	10	1.7%	-18%	5	nt	7	0.5
Cc1ccc(CSc2nc(-c3ccc(C(C)(C)C)cc3)nc3cc(=O)[nH]n23)cc1	-15	-3	7	1.3%	?	-6	5	-6	-0.9
COc1ccc(CCNCc2c(C(=O)O)c(C)n(Cc3cccc(C)c3)c2C)cc1OC	-11	5	2	1.8%	-5%	1	3	-9	-0.1
CN1CCN(C(=O)C2=C[C@@H](C3CC3)C[C@@H](OCc3ccc(CO)cc3)O2)CC1	nt	31*	-4	2.9%	-2%	3	-2	12	0.4
O=C(O)/C=C\c1ccccc1Oc1ccc(F)cc1	-9	0	3	0.4%	2%	0	3	8	-0.6
O=C(CCC(=O)N1CCOCC1)NCCc1ccc(Cl)cc1Cl	5	0	1	1.9%	0%	-1	6	-16	-0.3
CC1CC(C)CN(S(=O)(=O)c2ccc3c(c2)oc(=O)n3CC(=O)NCc2cccnc2)C1 (stereo not drawn)	4	-1	1	1.0%	0%	0	6	2	-0.5
CCCCNC(=S)N/N=C/c1ccccc1F	-9	-6	0	0.3%	5%	-5	-4	3	-1.0
O=C1c2cccnc2C(=O)N1Cc1ccc(S(=O)(=O)NCc2ccco2)s1	14	-3	13	?	3%	1	-4	1	0.0
COc1cc(C(C)=O)ccc1OCCCN1CCC(Cc2ccccc2)CC1	-13	-1	6	1.9%	-11%	-6	7	3	0.1
Cn1c(=O)c2c(nc(CN3CCC(C(N)=O)CC3)n2Cc2ccccc2F)n(C)c1=O	-5	-2	4	2.2%	-5%	3	-1	17	-0.6
Nc1nc(-c2cc3ccccc3o2)cs1	-27	-7	3	-0.5%	4%	-3	-7	-3	-0.2
Cc1nn(-c2ccccc2)c(N)c1C1(O)C(=O)N(C(C)C)c2ccccc21 (stereo not drawn)	0	3	0	-0.7%	-21%	4	11	18	-0.2
Nc1nonc1-n1nnc(C(=O)N/N=C/c2ccc(OCc3ccccc3)cc2)c1COc1ccc(F)cc1	2	3	2	0.0%	-10%	-5	-3	1	-0.3
COc1cc(CCC(C)=O)ccc1OC(=O)c1c(F)cccc1Cl	-6	0	5	1.2%	-5%	1	3	-6	0.3
COc1ccccc1N/N=C/c1c(CO)cnc(C)c1O	-18	-2	0	-0.9%	-11%	-7	-1	7	-0.2
Cc1n[nH]c(C)c1CNCc1c(C(=O)N2CCCCCCC2)nc2ccc(Cl)cn12	-1	-4	0	0.9%	4%	-15	2	8	-0.1
CCN(CC)CCCn1c2c(c(SCC(=O)Nc3ccc(OC(F)(F)F)cc3)nc1=O)CCC2	-2	-6	8	1.7%	nt	-4	-7	-24	0.5
CCOc1ccc(NC(=O)c2ccc(-c3cccc(Cl)c3C)o2)cc1	nt	16	0	3.5%	-12%	0	-5	5	-1.0
CC(=N\NC(=O)c1ccc([N+](=O)[O-])cc1)/C(=N/O)C(=O)Nc1ccccc1	-5	-7	1	1.0%	-6%	0	0	-17	2.3
CCN1CCN(CCCNC(=O)c2ccc(/C=C3/Oc4ccccc4N(Cc4cccc(C)c4)C3=O)cc2)CC1	18	-12	39*	15%	-2%	-2	-4	-37*	-0.7
Cc1ccc(N2CC(C(=O)Nc3ccc(C)c(S(=O)(=O)N(C)C)c3)CC2=O)cc1 (stereo not drawn)	-3	-4	1	1.0%	?	3	-19	-10	-0.7
Cc1nc2ccc(S(=O)(=O)CCC(=O)Nc3ccc(C(C)C)cc3)cc2s1	-11	15	0	0.7%	-5%	0	-10	-57*	-0.3
CCCCn1c(SCC(=O)NC2CC(C)(C)NC(C)(C)C2)nc2cc(S(N)(=O)=O)ccc21	7	3	1	6.0%	-4%	6	-5	7	-0.1

Complete entries, quoted from the list.
Entry for Cn1c(=NC(=O)COc2ccccc2)sc2ccccc21 : RXFP1 antagonist = 4; TRHR PAM = -3; D1 agonist = 10; RXFP1 agonist = 1.7%; Anesthetic bind = -18%; D1 potentiator = 5; D2 potentiator = nt; D1 antagonist = 7; TRHR ag = 0.5
Entry for CCCCn1c(SCC(=O)NC2CC(C)(C)NC(C)(C)C2)nc2cc(S(N)(=O)=O)ccc21 : RXFP1 antagonist = 7; TRHR PAM = 3; D1 agonist = 1; RXFP1 agonist = 6.0%; Anesthetic bind = -4%; D1 potentiator = 6; D2 potentiator = -5; D1 antagonist = 7; TRHR ag = -0.1

Further structures follow:
SMILES	RXFP1 antagonist	TRHR PAM	D1 agonist	RXFP1 agonist	Anesthetic bind	D1 potentiator	D2 potentiator	D1 antagonist	TRHR ag
CC(C)CCN1CCNC(=O)C1CC(=O)N(C)CCCN1CCOCC1 (stereo not drawn)	3	2	2	-2.0%	-3%	2	-5	-2	0.3
CCN(CC)CCN1C(=O)C(=O)/C(=C(/O)c2ccc(OC(C)C)cc2)C1c1ccncc1 (stereo not drawn)	-4	1	2	2.7%	-9%	-4	7	3	-0.1
CCCCn1cc([N+](=O)[O-])nc1C	-1	-5	2	0.7%	49%[activator]	-1	7	-6	1.1
CCN(CC)c1ccc(C(=O)n2cnc3ccccc32)cc1	nt	0	6	3.6%	14%	-5	10	-1	-0.3
COc1cccc(-c2nc(CSCC(=O)N3CCc4ccccc43)c(C)o2)c1	20	11	-1	-0.2%	-2%	2	nt	5	-0.5
Fc1ccc(CSc2nnc(-c3cnccn3)n2Cc2ccco2)cc1	9	-2	3	2.9%	?	-4	23	12	-1.0
CN(C)S(=O)(=O)c1cccc(NC(=O)CSc2nncn2-c2ccccc2)c1	1	-3	7	9.6%	-2%	4	-13	-11	-0.1
O=C(CSc1ccsc1[N+](=O)[O-])NCCc1ccccc1	-9	-4	1	1.7%	-22%	-1	-3	-8	-0.2
NC(=O)C1CCN(Cc2nc(-c3cccs3)no2)CC1	2	4	3	-1.5%	-1%	-3	0	9	0.7
CCOc1ccccc1NC(=S)NCCc1ccc(F)cc1	-1	4	5	1.1%	-10%	-1	4	1	-1.5
O=C(CN1C(=O)CSC1=O)NCc1ccccc1	-9	1	4	-0.1%	-8%	-8	3	-20	0.1
COC(=O)c1[nH]c2c(c1C)C(=O)CC(c1ccccc1)C2 (stereo not drawn)	7	-1	8	0.9%	1%	-9	0	-13	0.5
O=C(Nc1ccc(N2CCN(C(=O)c3ccco3)CC2)cc1)c1ccccc1Br	2	9	1	0.4%	-18%	-6	-3	-6	0.4
Cc1cccc(OCCOCCn2c(-c3ccc(Cl)cc3)nc3ccccc3c2=O)c1C	0	-1	4	1.4%	-1%	-1	14	-3	1.1
CCOC(=O)c1ccccc1NC(=O)COC(=O)CCC(=O)c1ccc(C)cc1	-25	-5	15	1.6%	nt	0	0	-5	0.2
CCCCOc1ccc(N(CC(=O)NC2CCCC2)C(=O)CCC(=O)Nc2ccccn2)cc1	-4	-2	0	0.4%	-1%	-5	-8	-9	-0.3
Cc1cc(C)cc(-n2c3nc4ccccc4nc3c3c(=O)n(Cc4ccco4)cnc32)c1	-30	1	2	-0.4%	-15%	1	18	5	-0.2
CCOc1ccc(OCC)c(NC(=O)CN2CCN(c3cc(C)ccc3C)CC2)c1	6	9	8	1.5%	71%[activator]	-10	0	4	-1.0
CSc1nsc(SC)c1C(=O)Nc1ccc(Cl)cc1	-2	3	1	2.6%	-5%	-5	-5	-9	0.1
COc1ccc(N=Cc2c(O)[nH]c3ccccc23)cc1	1	-5	0	0.7%	-1%	-8	0	2	3.9
CC12CCC(=O)N1C(C(=O)O)Cc1c2[nH]c2ccccc12 (stereo not drawn)	11	-1	2	0.6%	-5%	-5	10	-1	0.3
Cc1cccc(C(=O)NCCNC(=O)c2cccc(C)c2)c1	-9	1	1	2.8%	-1%	-3	1	4	-1.1
N#C/C(=C\c1ccccc1)C(=O)NC1CC1	1	-5	2	1.9%	-4%	8	-1	-1	0.2
O=c1ccc2c(-c3ccccc3)c3ccc(O)cc3oc-2c1	-6	5	0	-2.9%	45%[activator]	8	8	-4	-0.2
Cc1c(NC(=O)NC(=O)c2ccc(F)cc2)c(=O)n(-c2ccccc2)n1C	-5	1	4	2.6%	-7%	-1	2	2	0.2

Other results:
SMILES	RXFP1 antagonist	TRHR PAM	D1 agonist	RXFP1 agonist	Anesthetic bind	D1 potentiator	D2 potentiator	D1 antagonist	TRHR ag
Cc1cc(C)n2nc(SCC(=O)N3CCN(c4ccc(F)cc4)CC3)nc2n1	0	-1	1	9.5%	nt	-2	20	-1	-1.2
Cc1ccnc(NCc2ccc(Cl)cc2)c1	-5	4	0	1.5%	?	-5	1	-1	-1.7
Cc1nn(C(C)C(=O)N2CCc3ccccc32)c(C)c1[N+](=O)[O-] (stereo not drawn)	15	-1	5	0.5%	-10%	-3	nt	6	0.0
CC(C)CN(C(=O)c1ccc([N+](=O)[O-])s1)c1c(N)n(Cc2ccccc2)c(=O)[nH]c1=O	-14	-7	1	-0.8%	nt	-1	8	6	1.0
C=CCc1ccc(OCCCOc2ccc(C(=O)O)cc2)c(OC)c1	-11	0	3	2.7%	-8%	1	5	-25	-0.1
Nc1cc(C(=O)c2cccs2)ccc1Cl	11	-2	2	2.0%	?	-4	8	-6	-0.7
COc1ccc(CCN2C(=O)c3cccc4c(C(=O)N5CCCCC5)ccc(c34)C2=O)cc1OC	11	17	3	-0.6%	-10%	-10	11	-4	-0.3
COc1ccc(OC)c(/C=C/C(=O)c2ccc3c(c2)OCO3)c1	-7	-5	13	4.7%	nt	-9	5	5	2.4
CCN(C(=O)CN1c2ccccc2CC1C)c1c(N)n(Cc2ccccc2)c(=O)[nH]c1=O (stereo not drawn)	-3	1	2	2.1%	-6%	46*	8	-1	0.4
CCOc1ccccc1NC(=O)/C=C/C(N)=O	11	2	2	0.0%	-13%	-1	1	11	0.1

Screening data deposited in PubChem BioAssay by National Center for Advancing Translational Sciences (NCATS).
